CD40 NFkB inh: CD40 pathway inhibition in BL2 cells | BL2 NF-kB luciferase reporter, CD40L-induced, 4 h | AID 1053188 | inhibition, % at 10 µM | 0.94% of 83,000 active;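 active = mean inhibition of at least 50% with a set share of replicates also reaching that level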;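 also: 0% = neutral control wells and 100% = IKK inhibitor VII at 50 µM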
Numbers without * were called inactive; & = joins results of further samples; [ ] = another dose, or the depositor's remark. Some of the compounds tested, so the mix of outcomes need not match the whole.

structure	CD40 NFkB inh
Cn1ccnc1C1CCCCN1Cc1nc(Cc2ccccc2F)no1 (configuration not stated)	11
COc1ccc(N2CCN(CCCNC(=O)C3CCCN(S(=O)(=O)c4c(C)n[nH]c4C)C3)CC2)cc1 (configuration not stated)	8
N#C[C@H]1[C@@H](c2ccc(-c3cccnc3)cc2)[C@@H](CO)N1C(=O)Nc1ccc(F)cc1	27[25 µM]
C[C@@H]1CN([C@@H](C)CO)C(=O)c2cc(NS(=O)(=O)c3ccc(Cl)cc3)ccc2O[C@@H](C)CCCCO[C@H]1CN(C)S(=O)(=O)c1ccccc1	4
Cc1nc(C)c(C(=O)NNS(=O)(=O)c2ccc3ccccc3c2)s1	24
CN(C)CC(=O)N[C@@H]1CC[C@H](CCNC(=O)C2CCC2)O[C@H]1CO	-6[25 µM]
COc1ccc(-c2ccc(C3[C@H]4CNC[C@@H]3N4C(=O)Nc3ccc(C(F)(F)F)cc3)cc2)cc1 (some centres not stated)	1&-6
O=C(Cn1c(=O)n(Cc2ccco2)c(=O)c2c3c(sc21)CCCC3)Nc1ccccc1	7
C[C@H]1CN([C@@H](C)CO)C(=O)CCCn2cc(nn2)CO[C@@H]1CN(C)C(=O)NC1CCCC1	-6
O=C(CSc1nc2ccccc2o1)N1c2ccccc2Sc2ccc(Cl)cc21	11
CN(C(=O)N1CCN(S(=O)(=O)c2ccccc2)CC1)c1ccccc1	2
CCCNC(=O)N1C[C@H](C)[C@@H](OC)CN(C)C(=O)c2ccc(NC(=O)CC)cc2OC[C@H]1C	-4[25 µM]
O=C1NC2(CCCCC2)OC12CCCCC2	18
c1ccc(CNCc2ccc(CNCc3ccccc3)cc2)cc1	-8
COc1ccccc1C(=O)OCCc1ccccc1	-165
CN=C(Nc1cccc(S(=O)(=O)N2CCOCC2)c1)c1ccccc1	19
COCCN(Cc1ccccc1)C(=O)Cc1ccc(S(=O)(=O)N2CCOCC2)s1	6
COc1cc(CN2C[C@@H]3N[C@H](C2)C3c2ccc(-c3ccc(C#N)cc3)cc2)cc(OC)c1 (some centres not stated)	30&2[25 µM]
O=C(CC(NCCN1CCOCC1)C(=O)O)Nc1cccc(Cl)c1 (configuration not stated)	2
CCC(=O)NC[C@H]1[C@@H](c2ccc(C3=CCCCC3)cc2)[C@@H](CO)N1C(=O)C1CC1	7
CCN(CC(=O)NCc1ccc(F)cc1)C(=O)c1ccc(C)o1	3
O=C(c1ccc2ccccc2c1)c1cccc(F)c1C(=O)O	1
CCNc1nc(NCC)n2c(SCC(=O)Nc3cccc(F)c3)nnc2n1	0
COC(=O)[C@H](CCSC)NC(=O)Nc1cccc(Br)c1	22
CC1(C)C(=O)NCCN1C(=O)CC1C(=O)NCCN1CC(c1ccccc1)c1ccccc1 (configuration not stated)	7
O=C(NCC1CCCO1)c1ccc2[nH]c3c(c2c1)CCCC3 (configuration not stated)	-56
NC(=O)C1CCCN(C(=O)Nc2cccc3ccccc23)C1 (configuration not stated)	7
Cc1cc(C)c(NC(=O)C2CCN(S(C)(=O)=O)CC2)c(C)c1	4
CO[C@H]1CC[C@H]2CCOc3c(C#N)cccc3C(=O)N(C)C[C@H](c3ccccc3)CC(=O)N(C)C[C@@H]1O2	-2[25 µM]
O=C(CCN1C(=O)c2cccc3cccc(c23)C1=O)NCc1ccco1	-4
Cn1c(=O)[nH]c(=O)c2c1nc(N1CCOCC1)n2CC(O)COc1ccccc1 (configuration not stated)	18
COc1cccc(CN2CCNC(=O)C2CC(=O)N2CCOc3ccccc3C2)c1OC (configuration not stated)	6
Cc1ccc(C(=O)OCC(=O)Nc2cc(C(C)(C)C)no2)c(C)c1	10
CCCNC(=O)N1[C@@H](C#N)[C@H](c2ccc(-c3ccc(C(=O)N(C)C)cc3)cc2)[C@@H]1CO	3[25 µM]
C[C@H]1CN([C@@H](C)CO)C(=O)c2ccccc2-c2ccccc2CO[C@@H]1CN(C)C(=O)Nc1ccc(-c2ccccc2)cc1	36[25 µM]
COC(=O)c1sccc1N(C)S(C)(=O)=O	8
COc1cccc(C#Cc2ccc3c(c2)[C@H]2[C@H](CCN2S(=O)(=O)c2cccc(OC)c2)[C@@H](CO)N3)c1	-9
O=C(CN1CCOCC1)N[C@@H]1CC[C@H](CCNC(=O)C2CCCC2)O[C@@H]1CO	-8
C/C=C/c1ccc([C@H]2[C@@H](CO)N(C(=O)C3CCC3)[C@H]2CNC(=O)CN(C)C)cc1	10[25 µM]
O=C(NCc1cc(Cl)cc(Cl)c1)c1ccc2sc([C@H]3C[C@H](O)[C@@H](CO)O3)nc2c1	7
C[C@@H]1CN([C@H](C)CO)S(=O)(=O)c2ccc(C#CCN(C)C)cc2O[C@@H]1CN(C)C(=O)CN(C)C	6[25 µM]
CC(C)CC(=O)Nc1ncc([N+](=O)[O-])s1	4
CC(C)(O)C#Cc1ccc([C@@H]2[C@@H](CO)N3CCCCN(C(=O)c4ccncc4)C[C@@H]23)cc1	-4[25 µM]
O=C(NC1CC1)C1CCN(C2CCN(C(=O)CC3=CCCCC3)CC2)CC1	-14
O=C(NCC[C@H]1CC[C@H](NC(=O)C2CCCC2)[C@@H](CO)O1)c1cnccn1	-15

The last 7 compounds of the part above open the next one:
structure	CD40 NFkB inh
C/C=C/c1ccc([C@H]2[C@@H](CO)N(C(=O)C3CCC3)[C@H]2CNC(=O)CN(C)C)cc1	10[25 µM]
O=C(NCc1cc(Cl)cc(Cl)c1)c1ccc2sc([C@H]3C[C@H](O)[C@@H](CO)O3)nc2c1	7
C[C@@H]1CN([C@H](C)CO)S(=O)(=O)c2ccc(C#CCN(C)C)cc2O[C@@H]1CN(C)C(=O)CN(C)C	6[25 µM]
CC(C)CC(=O)Nc1ncc([N+](=O)[O-])s1	4
CC(C)(O)C#Cc1ccc([C@@H]2[C@@H](CO)N3CCCCN(C(=O)c4ccncc4)C[C@@H]23)cc1	-4[25 µM]
O=C(NC1CC1)C1CCN(C2CCN(C(=O)CC3=CCCCC3)CC2)CC1	-14
O=C(NCC[C@H]1CC[C@H](NC(=O)C2CCCC2)[C@@H](CO)O1)c1cnccn1	-15
COc1ccc(C(=O)NCC(=O)OCC(=O)N(C)c2ccccc2)cc1	0
COCCNC(=O)C1(C)Oc2ccccc2NC1=O (configuration not stated)	4
COc1ccc(N2CCN(C(=O)CNC(=O)c3ccc4ccccc4c3)CC2)cc1	3
CC(C)(C)c1ccc(C(=O)NCC(=O)N/N=C/c2cccnc2)cc1	1
COc1ccccc1S(=O)(=O)CC(O)COc1ccc(C#N)cc1 (configuration not stated)	13
CC=Cc1ccc2n(c1=O)C[C@H]1[C@H](CO)[C@@H](C(=O)N(C)C)N(C(=O)CC)[C@@H]21 (mixture of isomers)	0[25 µM]
CN(C)C(=O)C[C@H]1CC[C@@H]2[C@H](COC[C@H](O)CN2C(=O)C2CCOCC2)O1	-3[25 µM]
O=[N+]([O-])c1ccc(NCc2ccc3c(c2)OCO3)cc1	-43
COc1ccccc1N(C)S(=O)(=O)c1ccc(C(=O)N(C)Cc2cccc(F)c2)cc1	-2
Cc1ccc(-c2cc(C(=O)NN)n[nH]2)o1	-2
O=C(COC(=O)c1cc(=O)[nH]c2ccccc12)NCc1ccc(F)cc1	-24
N#C[C@@H]1[C@H](c2ccccc2C2=CCCCC2)[C@@H](CO)N1S(=O)(=O)c1ccccc1	6[25 µM]
CN(CCc1ccccn1)C(=O)Nc1ccc(F)cc1	0
O=C(OCc1cc([N+](=O)[O-])cc2c1OCOC2)c1ccc2ccccc2n1	5
CC12CCC(C(=O)N(CCC#N)CCC#N)(CC1=O)C2(C)C (configuration not stated)	3
Nc1ncnc2[nH]c(=S)[nH]c12	-15
O=C(COc1c(F)c(F)cc(F)c1F)NNC(=O)CC1CCS(=O)(=O)C1 (configuration not stated)	-3
c1ccc2[nH]c(SCCN3CCOCC3)nc2c1	-60
CC=Cc1ccc2n(c1=O)C[C@H]1[C@H](CO)[C@@H](C(=O)NC3CCCC3)N(C(=O)C3CCC3)[C@@H]21 (mixture of isomers)	3
CC(C)CN(C(=O)c1cc([N+](=O)[O-])cc([N+](=O)[O-])c1)C1CCS(=O)(=O)C1 (configuration not stated)	6
O=S(=O)(Nc1cccc(CCc2ccccn2)c1)c1ccc(Cl)cc1	5
COC(=O)c1ccc(OC(=O)CCS(=O)(=O)c2ccc(C)cc2)cc1	-3
COC(=O)[C@H](CCSC)NC(=O)NCCC1=CCCCC1	-13
O=C(Nc1cccc2ccccc12)c1nn(C23CC4CC(CC(C4)C2)C3)cc1[N+](=O)[O-]	4
COc1ccc(S(=O)(=O)Nc2ccc3c(c2)OC[C@@H](C)NC[C@H](C)[C@@H](OC)CN(C)C3=O)cc1	-1[25 µM]
O=C(C[C@@H]1C[C@H]2c3cc(NC(=O)c4cccnc4)ccc3O[C@H]2[C@@H](CO)O1)NC1CCCC1	7
COc1ccc(S(=O)(=O)N2CCCCC2)cc1NC(=O)Cc1ccsc1	6
Cc1cccc(S(=O)(=O)N2C[C@@H]3N[C@H](C2)C3c2ccc(-c3ccncc3)cc2)c1 (some centres not stated)	-2&2
COc1cccc(C(=O)Nc2ncc3c(n2)CC(C)CC3=O)c1 (configuration not stated)	-26
CN(Cc1ccccc1)C(=O)CNC(=O)C12CC3CC(CC(C3)C1)C2	22
O=c1c2c(nc3nc[nH]n13)CCC2	4
N#C[C@@H]1[C@@H](c2ccccc2-c2ccccc2)[C@H](CO)N1C(=O)Cc1ccncc1	-4[25 µM]
O=C1CC(c2ccc3c(c2)OCO3)Sc2nc3ccccc3n21 (configuration not stated)	60*
O=C(c1cn(-c2ccccc2)nc1-c1cccs1)N(CCO)Cc1ccccc1	3
COc1ccccc1C#Cc1ccc2c(c1)[C@@H]1NCC[C@@H]1[C@H](CO)N2	-11[25 µM]
CSc1nc(N2CCCC2)c2c(c1C#N)CC(C)(C)OC2	3
CC(C)C#Cc1ccc([C@H]2[C@H]3CN(Cc4ccccn4)CCCCN3[C@H]2CO)cc1	8[25 µM]
C[C@@H]1CN([C@H](C)CO)C(=O)c2ccccc2-c2ccccc2CO[C@@H]1CN(C)S(C)(=O)=O	-1[25 µM]
COc1ccc2c3c([nH]c2c1)[C@@H](CO)N(C(C)=O)CC31CCN(C(C)=O)CC1	3[25 µM]
CC(=O)Nc1cccc2c1O[C@H](CN(C)C(=O)OC(C)(C)C)[C@H](C)CN(C)C2=O	-1
CC(=O)NC[C@@H]1[C@H](c2ccccc2)[C@@H](CO)N1C(=O)Cc1cccnc1	-8[25 µM]
CCn1cc(C2CC(=O)NC2=O)c2ccccc21 (configuration not stated)	3
CCN(Cc1cccs1)C(=O)CN1C(=O)NC(c2ccccc2)(c2ccccc2)C1=O	14
COc1ccc(OC)c(CN2CCN(C(=O)c3cc(S(=O)(=O)N4CCOCC4)ccc3C)CC2)c1	1
CCCCOC(=O)Cn1cnc2ccc(Br)cc2c1=O	-1
COc1ccc(CNc2nc(-c3cccnc3)nn2C(=O)c2cccs2)cc1	10
COc1ccc(C2N3CC4(C)CN2CC(C)(C3)C4)cc1OC (configuration not stated)	11
O=C(NC[C@H]1[C@H](c2ccccc2)[C@@H](CO)N1C(=O)Cc1ccncc1)C1CCC1	-8[25 µM]
Cc1ccccc1OCCC(=O)Nc1ccc(S(=O)(=O)N2CCCC2)cc1	10
CCC(C)NS(=O)(=O)c1ccc(NS(C)(=O)=O)cc1 (configuration not stated)	-4
O=C(Nc1ccc(Cl)c(Cl)c1)N[C@@H]1CC[C@H](CCn2cc(C3CCCC3)nn2)O[C@@H]1CO	2
Cn1c(SCCOc2ccc(F)cc2)nnc1-c1ccncc1	-3
CCOC(=O)C1=C(C)NC(C)=C(C(=O)OCC)C1c1ccc(OC)c(OC)c1	-3
Cc1ccc(S(=O)(=O)CCC(=O)OCC(=O)N(Cc2ccccc2)C(C)C)cc1	-12
CCOC(=O)c1sc(N)c(C(=O)OC)c1C	7
CCC(NC(=O)Nc1cc(C)on1)(C(F)(F)F)C(F)(F)F	1
C[C@@H](C(=O)OCC(=O)NCCc1ccc(S(N)(=O)=O)cc1)N1C(=O)C2CCCCC2C1=O (some centres not stated)	9
Cc1cccc(NC(=O)c2ccc(S(=O)(=O)NCc3ccco3)cc2)n1	-55
CC1CCCCC1NC(=O)CCCCn1c(=O)[nH]c2ccsc2c1=O (configuration not stated)	16
COc1ccc(C2=NN(C(=O)c3cccs3)C(O)(C(F)(F)F)C2)cc1 (configuration not stated)	21
O=C(NCCC1=CCCCC1)c1cccc(S(=O)(=O)N2CCCCC2)c1	0
C=CCn1c(C2CC2)n[nH]c1=S	-2

Arranged by molar mass (low to high): part of the list above.
structure	CD40 NFkB inh
COc1ccccc1C(=O)OCCc1ccccc1	-165
O=C(NCC1CCCO1)c1ccc2[nH]c3c(c2c1)CCCC3 (configuration not stated)	-56
O=C(NC1CC1)C1CCN(C2CCN(C(=O)CC3=CCCCC3)CC2)CC1	-14
N#C[C@@H]1[C@@H](c2ccccc2-c2ccccc2)[C@H](CO)N1C(=O)Cc1ccncc1	-4[25 µM]
CN(C)C(=O)C[C@H]1CC[C@@H]2[C@H](COC[C@H](O)CN2C(=O)C2CCOCC2)O1	-3[25 µM]

Screening results: PubChem BioAssay, Broad Institute
